# Avidin bead fluor: green autofluorescence of compounds with avidin beads – biophysical, 488/530 nm, flow cytometry, artefact control, profiling panel. actives 0.38% (n = 220,000). AID 1775, 2009. fluorescence (KMESF) at 10 µM. compound fluorescence 488/530 nm; hits give high values; in the data active means fluorescence above about 47; further: inactives centre near 10
# Cdc42 wt: modulators of GTP binding to wildtype Cdc42, primary screen, biochemical, multiplex bead flow cytometry, Bodipy-GTP; GST-Cdc42 beads; actives lie on both sides; percent activity (GTP binding), % at 10 µM; actives 0.2% (n = 190,000); Cell division control protein 42 homolog (Homo sapiens), P60953; AID 761, 2007;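 active means percent activity GTP binding at least 20 points away from the 100% baseline, either down as inhibitor or up as activator; inconclusive means compound flagged as likely green fluorescent from well-wide comparison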;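 further: median bead fluorescence of bound Bodipy-FL-GTP at 100 nM; 0% = excess unlabeled GTP control and 100% = no compound control; below 100% means less GTP binding so inhibitor and above means activator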
# Rac1 mut GTP: GTP binding modulators of activated mutant Rac1, primary screen, biochemical, bead-based flow cytometry, multiplex, fluorescent GTP | Ras-related C3 botulinum toxin substrate 1 (Homo sapiens), P63000 | GST-Rac1 activated beads; actives lie on both sides; 100% means binding = to untreated wells | percent activity (GTP binding), % at 10 µM | actives 0.11% (n = 190,000) | AID 764, 2007;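 active means GTP binding at least 20 percentage points away from the 100% baseline, in either direction, so actives lie on both sides; inconclusive means Compound likely fluorescent itself, or too few beads counted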
# ABCB1 inh: ABCB1 efflux pump inhibitors, primary screen, cell-based, multiplex, flow cytometry, ABCG2 counter-screen; ATP-dependent translocase ABCB1 (Homo sapiens), P08183; CCRF-Adr cells, JC-1 efflux; inhibition, % at 6.6 µM; actives 0.067% (n = 190,000); in the data active means inhibition above about 40%;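 further: 0% = vehicle and 100% = reference inhibitor; higher value means more JC-1 retained so stronger ABCB1 efflux block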
# ABCG2 inh: ABCG2 efflux pump inhibitors, primary screen, multiplex with ABCB1, IgMXP3 cells, flow cytometry | JC-1 efflux | inhibition, % at 6.6 µM | actives 0.1% (n = 190,000);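 active means inhibition above 80%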;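 further: 0% = DMSO and 100% = nicardipine control wells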
#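 Test system: IgMXP3 cells (ABCG2) mixed with DDAO far-red-labelled CCRF-Adr cells (ABCB1). Reagent: JC-1 transporter substrate. Compound dosing: single test compound dose, 6.6 µM final. Times: 10 min compound exposure, 25 °C. Detection: flow cytometry of retained JC-1 fluorescence. Read-out basis: efflux inhibition in percent versus controls. Controls: nicardipine and DMSO wells.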
# Pf gametocyte: late stage P. falciparum gametocyte viability inhibitors, primary screen, ATP luminescence, HTS. P. falciparum stage V gametocytes, 24 h. inhibition, % at 10.9 µM. actives 0.065% (n = 150,000);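 active means inhibition above the mean plus 3 SD of compounds within the control limits, set per campaign, cut at about 38% in these data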;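 further: 0% = DMSO wells and 100% = medium only without gametocytes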
# HRas wt GTP bind: modulators of GTP binding to HRas wildtype, primary screen, biochemical, bead-based flow cytometry, multiplex; GTPase HRas (Homo sapiens), P01112; GST-Ras wt beads, Bodipy-FL-GTP binding; actives lie on both sides; GTP binding activity, % at 10 µM; actives 0.14% (n = 190,000);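 active means GTP binding activity at least 20% away from the 100% baseline, either lowered as inhibitor or raised as activator; inconclusive means flagged as likely green fluorescent, judged across all proteins in the well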;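 further: 0% = unlabeled GTP competition control and 100% = no-compound control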
# Rac1 wt modul: wildtype Rac1 GTP binding modulators, primary screen, biochemical, GST-Rac1 beads, flow cytometry, multiplex | Ras-related C3 botulinum toxin substrate 1 (Homo sapiens), P63000 | fluorescent GTP binding; actives lie on both sides; 0 = cold GTP competed, 100 = untreated | GTP binding activity (% of control), % at 10 µM | actives 0.27% (n = 190,000) | AID 757, 2007;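 active means GTP binding activity at least 20 points away from the 100% control level, either lower or higher; inconclusive means compound flagged as likely green fluorescent, judged across all proteins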
# Rab7 wt modul: modulators of GTP binding to Rab7, primary screen, biochemical, wildtype, multiplex bead flow cytometry. Rab7 GTPase wild type (dog), Bodipy-FL-GTP binding. GST-Rab7 beads, fluorescent GTP binding; actives lie on both sides; untreated = 100%, excess cold GTP = 0%. GTP binding activity (percent of control), % at 10 µM. actives 0.055% (n = 190,000). AID 758, 2007;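 active means fluorescent GTP binding to Rab7 beads changed by at least 20 points from the 100% baseline, either direction, mostly lower; inconclusive means compound itself probably fluorescent, or too few beads counted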;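 further: median green fluorescence of bound Bodipy-FL-GTP per Rab7 bead population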
# GSH bead fluor: compound fluorescence on glutathione beads, profiling panel, artefact control, biophysical, 488/530 nm, flow cytometry; GSH beads flow cytometry, compound fluorescence 488/530 nm; hits give high values; fluorescence (KMESF) at 10 µM; actives 0.25% (n = 190,000); in the data active means fluorescence above about 89;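 further: glutathione beads carrying GST-tagged Bcl family fusion proteins plus one bare bead set; values are compound well signal with DMSO vehicle wells as background; inactives centre near 16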
# Rab2 wt GTP: modulators of GTP binding to Rab2A wildtype, primary screen, biochemical, dog, bead-based flow cytometry, multiplex; GST-Rab2 wt beads, Bodipy-GTP binding; GTP binding activity, % at 10 µM; actives 0.19% (n = 190,000); AID 760, 2007;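 active means GTP binding activity at least 20 points away from 100%, either lowered or raised; inconclusive means signal likely due to the compound's own green fluorescence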;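 further: 0% = beads with excess unlabeled GTP and 100% = no-compound control corrected for plate trend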
# * marks the source's active call; other numbers are inactive results; ? = inconclusive; . = not tested or not shown.
SMILES,Avidin bead fluor,Cdc42 wt,Rac1 mut GTP,ABCB1 inh,ABCG2 inh,Pf gametocyte,HRas wt GTP bind,Rac1 wt modul,Rab7 wt modul,GSH bead fluor,Rab2 wt GTP
CCCC(=O)Oc1ccc2c(C)cc(=O)oc2c1,13,98,100,0.3,6,.,99,100,94,9,97
O=C(CCCCCCCCC(=O)N/N=C/c1ccco1)N/N=C/c1ccco1,4,102,96,0.6,6,-22,98,101,98,7,99
Cc1nnc(NCc2n[nH]c(=O)c3ccccc23)c2ccccc12,14,97,95,5.4,27,.,98,98,98,29,98
CCOc1ccc(/C=C/C(=O)Nc2ccc(N3CCOCC3)cc2)cc1,16,98,94,-0.3,0,-10,98,97,100,34,98
CCN(Cc1nc2ccccc2c(=O)[nH]1)Cc1nc2cc(OC)c(OC)cc2c(=O)[nH]1,18,102,98,0.0,0,1,100,102,98,21,100
O=C(O)CCCCNS(=O)(=O)/C=C/c1ccccc1,21,?,?,-0.2,1,6,?,?,?,15,?
CCN(C(=O)c1cc2cccc(OC)c2oc1=O)c1ccccc1,9,101,101,-0.2,5,13,100,104,94,27,100
Cc1ccccc1OCCCCc1c(C)n[nH]c1C,9,104,103,0.4,6,.,101,107,103,10,102
COCc1cc(C)nc(SCC(=O)Oc2ccccc2)c1C#N,6,97,95,0.5,4,-16,97,98,104,12,99
CC(C)N(Cc1ccccc1)C(=O)COC(=O)/C=C/c1cnc2ccccc2n1,8,98,96,1.2,5,12,99,99,105,12,98
CC(C)OC(=O)c1nnn(-c2nonc2N)c1CSc1ccccn1,11,101,100,-5.5,-3,10,104,101,103,27,104
COc1ccc(Cn2c(C)nnc2-c2cnn(C)c2N)cc1,9,99,96,-0.1,0,7,96,99,95,16,99
O=C(Cc1c(F)cccc1Cl)N1CCOCC1,7,94,96,0.3,3,15,96,96,96,16,95
COc1cc2c(cc1OC)C(=O)N(C)CC2,7,97,98,0.8,3,.,99,102,104,20,98
O=C(CCC(=O)Nc1ccccc1)NNC(=O)c1cccs1,31,96,97,0.3,1,.,96,95,91,8,94
CCCc1nnc(SCC(=O)N2CCCC2)n1CC1CCCO1 (stereo not given),27,98,95,0.4,1,.,97,97,94,16,94
CN1CCN(c2nc(-c3ccncc3)nc3ccccc23)CC1,7,94,96,2.1,19,-32,97,95,94,18,95
CCOC(=O)N1CCN(C(=O)/C=C/c2c(C)nn(-c3ccc(F)cc3)c2Cl)CC1,9,102,103,-2.7,17,-19,103,101,106,13,99
COc1ccnc(Oc2ccc(F)cc2)c1C(=O)N/C=N/OCc1ccc(Cl)cc1Cl,14,100,98,0.8,6,8,101,101,104,17,101
OC(C#CCN1CCOCC1)c1cccs1 (stereo not given),8,97,95,0.1,0,-6,97,99,97,5,96
CC(C)(C)C(=O)NC(=S)Nc1cc(C(F)(F)F)ccc1N1CCOCC1,11,99,97,1.6,7,.,103,105,104,64,101
COc1cc(C(=O)Nc2cc(-c3ccccc3)[nH]n2)cc(OC)c1OC,23,99,99,0.5,2,8,102,103,102,14,101
COc1ccccc1OCCC(=O)OCC(=O)NCc1ccc(Cl)cc1,9,96,96,1.8,13,-12,94,96,101,17,98
N=C1C(c2nc(-c3ccc(F)cc3)cs2)=C(O)CN1CCCN1CCOCC1,9,101,99,0.5,10,.,101,100,96,28,100
CCCn1c(SCC(=O)c2cc(C)n(-c3ccc4c(c3)OCO4)c2C)n[nH]c1=O,6,100,96,1.0,14,-2,99,99,100,11,97
CCC(C)NC(=O)COc1ccc(OCc2ccccc2)cc1 (stereo not given),24,98,94,0.2,1,-5,98,97,106,18,97
CCOC(=O)Cn1nnnc1CN(Cc1ccc(OC)cc1)Cc1cc2cc(C)ccc2[nH]c1=O,20,102,97,0.9,2,.,99,103,99,14,97
O=C(CCCCCCCC(=O)NCC1CCCO1)NCC1CCCO1 (stereo not given),15,94,96,0.3,0,-9,97,100,98,21,98
COc1cc(C)ccc1OCCOCCN(C)Cc1ccccc1,11,106,99,5.0,6,3,98,105,98,11,99
CCCOc1cccc(C(=O)Nc2cc(NC(=O)c3ccco3)ccc2OC)c1,11,106,101,1.1,5,-20,104,110,102,8,104
COCCNC(=S)N(C)C1(c2ccccc2Cl)CCCCC1=O (stereo not given),7,95,97,0.8,1,-4,100,100,93,16,94
COc1ccc(-c2noc(-c3cccc(Cl)c3)n2)cc1OC,6,102,100,-0.1,2,-21,103,104,103,21,101
COc1cc(O)c2c(c1)OC(c1ccc(O)cc1)CC2=O (stereo not given),7,96,95,-1.6,-3,.,97,94,106,21,98
CCOC(=O)c1cccc(NC(=O)CCn2nnc3ccccc32)c1,6,?,?,0.4,1,7,?,?,?,35,?
COc1cc(S(=O)(=O)NC2CCCC2)c(OC)cc1Cl,6,99,99,-0.1,0,.,98,99,98,18,98
COc1ccccc1N1CCN(C(=O)c2ccc3nc(-c4ccco4)c(-c4ccco4)nc3c2)CC1,4,96,93,1.0,1,-1,97,100,97,14,94
O=c1/c(=C/c2ccc(O)cc2)sc2n1CCCN=2,14,99,101,0.5,15,.,101,103,101,34,102
COc1cc(NC(=S)NC2CC(C)(C)NC(C)(C)C2)cc(OC)c1,10,95,97,-0.2,0,7,95,99,100,11,97
Cc1onc(-c2ccccc2Cl)c1C(=O)NC(=S)NCc1cccnc1,9,96,97,2.0,4,.,98,100,99,6,98
COc1ccc(CNC(=O)C(c2cccs2)N(C(=O)c2csnn2)C2CC2)cc1 (stereo not given),10,102,98,0.3,1,-4,103,104,103,14,100
N/C(=N\OC(=O)c1ccc(Cl)cc1Cl)c1ccc(Cl)cc1,20,99,98,0.9,5,.,101,98,102,10,98
COC(=O)c1c(N)sc(Cc2ccccc2)c1C,9,97,96,0.4,4,9,98,100,103,10,98
Cc1ccc(CN(Cc2ccc(C)o2)C(=S)NCC(=O)O)cc1,11,101,98,0.4,6,.,98,100,100,13,95

# Four successive compounds out of the list so far:
SMILES,Avidin bead fluor,Cdc42 wt,Rac1 mut GTP,ABCB1 inh,ABCG2 inh,Pf gametocyte,HRas wt GTP bind,Rac1 wt modul,Rab7 wt modul,GSH bead fluor,Rab2 wt GTP
Cc1onc(-c2ccccc2Cl)c1C(=O)NC(=S)NCc1cccnc1,9,96,97,2.0,4,.,98,100,99,6,98
COc1ccc(CNC(=O)C(c2cccs2)N(C(=O)c2csnn2)C2CC2)cc1 (stereo not given),10,102,98,0.3,1,-4,103,104,103,14,100
N/C(=N\OC(=O)c1ccc(Cl)cc1Cl)c1ccc(Cl)cc1,20,99,98,0.9,5,.,101,98,102,10,98
COC(=O)c1c(N)sc(Cc2ccccc2)c1C,9,97,96,0.4,4,9,98,100,103,10,98

# Entries of single compounds, looked up by structure. Screens in order: Avidin bead fluor	Cdc42 wt	Rac1 mut GTP	ABCB1 inh	ABCG2 inh	Pf gametocyte	HRas wt GTP bind	Rac1 wt modul	Rab7 wt modul	GSH bead fluor	Rab2 wt GTP
# COc1cc(NC(=S)NC2CC(C)(C)NC(C)(C)C2)cc(OC)c1 is listed as 10	95	97	-0.2	0	7	95	99	100	11	97
# COc1cc(O)c2c(c1)OC(c1ccc(O)cc1)CC2=O (stereo not given) is listed as 7	96	95	-1.6	-3	.	97	94	106	21	98

# Source: PubChem BioAssay (several laboratories)
